PrPC surface inh: inhibitors of human cell surface prion protein PrPC; P04156; TR-FRET read-out; inhibition, % at 13.8 µM; hit rate 0.43% among 370,000; AID 720596; in the data active = inhibition above about 24%; note: 0% = median of the test wells and 100% = reference compound wells
MazEF act: activators of E. coli MazEF toxin-antitoxin RNase | FAM/BHQ RNA-DNA oligo cleavage fluorescence, 5 h | activation, % at 20 µM | hit rate 0.32% among 350,000 | P0AE70; in the data active = activation above about 50%
SSB-PriA inh: blocks PriA binding to SSB C-terminal tail; inhibition, % at 33 µM; hit rate 0.6% among 430,000; AlphaScreen SSBct-PriA binding, biotinylated peptide; AID 1272365; in the data active = inhibition mostly above about 37%, no sharp cut-off; inactive = mostly below about 20%;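 note: plate controls were negative control peptide for no effect and reference peptide for full effect; strong numbers were not always called active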
Anthrax LF prot: inhibitors of Bacillus anthracis lethal factor protease | P15917 | multiplex microsphere protease cleavage assay, LF | inhibition, % at 10 µM | hit rate 0.12% among 360,000; note: plate controls were buffer without enzyme for full effect and enzyme alone for no effect
Target sequence (P15917 whole entry, looked up): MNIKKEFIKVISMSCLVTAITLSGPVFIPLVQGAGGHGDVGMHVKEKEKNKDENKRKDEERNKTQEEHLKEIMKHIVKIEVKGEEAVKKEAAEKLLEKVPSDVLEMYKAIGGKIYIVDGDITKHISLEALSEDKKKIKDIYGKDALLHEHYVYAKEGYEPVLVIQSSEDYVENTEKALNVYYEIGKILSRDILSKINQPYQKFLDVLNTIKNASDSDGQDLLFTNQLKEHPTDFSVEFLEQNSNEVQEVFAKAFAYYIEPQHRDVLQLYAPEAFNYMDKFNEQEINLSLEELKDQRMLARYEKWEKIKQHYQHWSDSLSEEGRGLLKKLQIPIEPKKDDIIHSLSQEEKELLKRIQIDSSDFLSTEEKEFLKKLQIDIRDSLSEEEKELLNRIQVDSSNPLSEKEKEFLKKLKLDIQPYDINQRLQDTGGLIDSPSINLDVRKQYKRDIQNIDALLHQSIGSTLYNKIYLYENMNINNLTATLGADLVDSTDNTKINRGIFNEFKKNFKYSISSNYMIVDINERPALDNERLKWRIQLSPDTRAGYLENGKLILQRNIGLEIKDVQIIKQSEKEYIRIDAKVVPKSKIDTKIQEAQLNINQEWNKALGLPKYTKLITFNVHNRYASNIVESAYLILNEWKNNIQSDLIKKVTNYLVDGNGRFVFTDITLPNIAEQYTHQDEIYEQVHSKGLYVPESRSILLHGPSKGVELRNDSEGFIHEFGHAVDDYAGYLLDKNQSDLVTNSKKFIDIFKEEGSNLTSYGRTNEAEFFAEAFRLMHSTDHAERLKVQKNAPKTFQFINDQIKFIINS
DUSP3 inh: blocks human VHR1 dual specificity phosphatase. recombinant VHR phosphatase, pNPP absorbance. inhibition, % at 13.3 µM. hit rate 0.52% among 290,000. AID 1654; in the data active = inhibition above about 50%; note: some compounds called inactive have numbers as strong as hits
Target sequence (P51452 whole entry, looked up): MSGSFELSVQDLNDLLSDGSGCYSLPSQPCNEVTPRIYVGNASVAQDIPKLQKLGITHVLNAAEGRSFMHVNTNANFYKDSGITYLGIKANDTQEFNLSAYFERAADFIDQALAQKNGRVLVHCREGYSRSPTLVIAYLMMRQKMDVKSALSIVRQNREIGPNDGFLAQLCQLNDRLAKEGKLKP
CCHFV vOTU inh: CCHFV vOTU protease inhibition. inhibition, % at 11.5 µM. hit rate 0.55% among 370,000. Pep-AMC fluorescence. AID 651958; in the data active = inhibition above about 30%; note: 0% = vehicle wells with enzyme and 100% = no enzyme wells
BoNT-F LC inh: blocks Botulinum neurotoxin F light chain protease. Multiplex microsphere protease cleavage assay, flow cytometry. inhibition, % at 10 µM. hit rate 0.22% among 360,000; in the data active = inhibition above about 35%, passing the limit was not always enough; inconclusive = no clear call, values can overlap the other calls; note: plate controls were buffer without enzyme for full effect and enzyme alone for no effect
Rv3671c inh: Rv3671c (M. tuberculosis) protease inhibition; P9WHR9; inhibition, % at 5.96 µM; hit rate 0.048% among 320,000; in the data active = inhibition above about 38%;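 note: extracellular domain of Rv3671c used as enzyme; 0% = enzyme with DMSO and 100% = no enzyme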
SARS 3CLpro inh: SARS-CoV 3CLpro protease inhibition; inhibition, % at 6 µM; AID 1706; recombinant SARS-CoV 3CLpro, quenched FRET peptide cleavage; P0C6X7; hit rate 0.14% among 290,000; in the data active = inhibition above about 12%
BoNT-A LC inh2: BoNT A light chain protease inhibition | AID 588499 | inhibition, % at 10 µM | hit rate 0.17% among 360,000 | multiplex microsphere protease substrate cleavage, flow cytometry; note: plate controls were buffer without enzyme for full effect and enzyme alone for no effect
Numbers without * were called inactive; ? = inconclusive; . = no result given; & = joins results of further samples. Cut-off read from the data, not from the text of the source, unless noted: active = inhibition above about 30%; inconclusive = no clear call, values can overlap the other calls; inactive = below that. A portion of the library; rates above refer to the full screens.

SMILES	PrPC surface inh	MazEF act	SSB-PriA inh	Anthrax LF prot	DUSP3 inh	CCHFV vOTU inh	BoNT-F LC inh	Rv3671c inh	SARS 3CLpro inh	BoNT-A LC inh2
CN(C)S(=O)(=O)Nc1ccc2c(c1)Cc1ccccc1-2	2	1	-6	2	31	-5	2	16	-2	-0.4
COC(=O)C1=CN(c2cccc(C)c2)C=C(C(=O)OC)C1c1cc(OC)c(O)c([N+](=O)[O-])c1	2	2	53*	0	-4	-3	2	0	2	1.6
Cn1c(=O)c2c(n(Cc3ccccc3)c1=O)NC(=O)C2CC(=O)O (centres undefined)	-4	-2	-14	-3	21	1	-9	-4	7	-0.5
CCOC(=O)C1(CCc2ccccc2)CCN(Cc2nccn2CC)CC1	8	-12	-4	1	17	5	-3	7	2	-0.9
CCCCNC(=O)NS(=O)(=O)c1ccc(C(=O)OC)o1	7	4	-16	-1	10	-3	-12	10	-1	-0.4
Cc1ccc(Nc2c([N+](=O)[O-])cc(C(=O)N3CC(=O)Nc4ccccc43)cc2[N+](=O)[O-])c(C)c1	-9	10	43*	-7	18	10	-7	4	6	-0.7
CCOC(=O)c1cc2c(=O)n3cccc(C)c3nc2n(Cc2ccco2)c1=NC(=O)c1ccccc1	-16&-15	-3&-11	6&-13	4&-6	17	-136&-88	5&13	-8	3	2.3&2.6
CC(=O)N1CCc2c(sc(NC(=O)C3CCCN3S(=O)(=O)c3cccs3)c2C(N)=O)C1 (centres undefined)	0	-153	13&-3&-4	16	.	0	-5	-14	.	4.0
O=C(NC1(C(F)(F)F)NC(=O)N(c2ccccc2)C1=O)c1cccs1 (centres undefined)	-1	1	-5	-4	3	2	-1	-4	-1	-0.9
CN(C)/C=C1\Cc2ccccc2C1=O	2	-2	2	-3	12	1	-1	-2	0	-0.3
O=C(NCC(=O)N1CCN(Cc2ccccc2)CC1)c1ccc(Br)o1	-3	5	5	-3	27	23	2	0	-6	-0.4
Cc1ccc(SC[C@H](Cc2ccccc2)N2CCN(CC(C)C)CCC2=O)cc1	-4	-1	-7	-6	15	2	-4	1	.	-0.1
COc1cc(CNc2nccn3ccnc23)cc(OC)c1	-4	.	.	-1	.	-13	0	.	.	0.0
COc1ccc(Cl)cc1-c1n[nH]c(=S)n1C	8	-13	-17	-1	-4	4	0	1	4	0.0
CC(Sc1ncccn1)C(=O)NC1(C#N)CCCCC1 (centres undefined)	0	5	3	-12	.	-4	-6	10	.	-0.1
CC1=CC2=NC(=O)/C(=C\c3cc(C)n(-c4cccc(Cl)c4)c3C)C(=N)N2O1	13	-9	2	-2	-4	5	-5	-2	-3	-1.5
CC1CCCCC1NC(=O)c1ccc(S(=O)(=O)N2CCCC2)cc1 (centres undefined)	4	1	-9	-1	20	6	-14	2	0	-1.1
COC(=O)[C@H]1C[C@@]2(O)CN(S(=O)(=O)c3ccc(C)cc3)C[C@@]2(OC(=O)Nc2c(C)noc2C)C[C@H]1C(=O)OC	-1	5	.	-5	.	-7	-3	.	.	-0.3
CC(OC(=O)CCCNC(=O)c1ccc(Cl)cc1)C(=O)N(C)Cc1ccccc1 (centres undefined)	-2	-2	4	1	-4	-3	-4	-1	1	0.6
Cn1c(=O)c2c(nc(Oc3ccc4c(c3)OCO4)n2Cc2ccc(F)cc2)n(C)c1=O	1	-29	-15	-4	0	-6	8	-9	-3	1.0
CCN(CC1CCCO1)C(=O)c1cc(COc2ccccc2SC)on1 (centres undefined)	-6	-3	-1	-6	14	5	-9	7	1	0.3
COc1ccc(OC)c(C2CC(=O)C3=C(C2)NC(=O)CC3c2ccc(O)c(OC)c2)c1 (centres undefined)	-1	7	3	-2	23	9	-7	4	3	-0.5
CCO[C@@H]1OC(C(=O)N2CCOCC2)=C[C@H](c2ccccc2)[C@H]1CCCO	1	-14	7	-1	0	-7	-1	6	-2	-0.4
CCC(=O)NCCc1nc2cc(NC(=O)c3ccccc3OC)ccc2n1C	4	-12	4	-1	-2	4	0	-4	-3	0.4
CC[C@@](C)(NS(=O)(=O)OCC(Cl)(Cl)Cl)c1ccccc1	3	3	.	-3	5	13	-5	4	-2	0.3

Part of the list above, with two lines to a compound.
Values run as follows: PrPC surface inh | MazEF act | SSB-PriA inh | Anthrax LF prot | DUSP3 inh | CCHFV vOTU inh | BoNT-F LC inh | Rv3671c inh | SARS 3CLpro inh | BoNT-A LC inh2
> CCOC(=O)C1(CCc2ccccc2)CCN(Cc2nccn2CC)CC1
→ 8 | -12 | -4 | 1 | 17 | 5 | -3 | 7 | 2 | -0.9
> CCCCNC(=O)NS(=O)(=O)c1ccc(C(=O)OC)o1
→ 7 | 4 | -16 | -1 | 10 | -3 | -12 | 10 | -1 | -0.4
> Cc1ccc(Nc2c([N+](=O)[O-])cc(C(=O)N3CC(=O)Nc4ccccc43)cc2[N+](=O)[O-])c(C)c1
→ -9 | 10 | 43* | -7 | 18 | 10 | -7 | 4 | 6 | -0.7
> CCOC(=O)c1cc2c(=O)n3cccc(C)c3nc2n(Cc2ccco2)c1=NC(=O)c1ccccc1
→ -16&-15 | -3&-11 | 6&-13 | 4&-6 | 17 | -136&-88 | 5&13 | -8 | 3 | 2.3&2.6

Continuation.
SMILES	PrPC surface inh	MazEF act	SSB-PriA inh	Anthrax LF prot	DUSP3 inh	CCHFV vOTU inh	BoNT-F LC inh	Rv3671c inh	SARS 3CLpro inh	BoNT-A LC inh2
COc1ccc(CNC(=S)Nc2ccc(OC)cc2)cc1	-4	0	-7	-1	-4	-8	-10	7	2	-0.4
COc1cc(CNCCN(C)C)c(Br)cc1OCC(=O)NCc1ccccc1	-7	0	-8	-6	-4	-20	-6	0	3	0.5
Cc1cn([C@H]2C[C@H](O)[C@@H](/C=C/C(=O)NCCc3cccnc3)O2)c(=O)[nH]c1=O	9	.	.	-2	.	13	2	.	.	-0.3
CCOc1ccccc1OCC(=O)Nc1ccc(Cl)cc1Cl	-1	1	-12	-3	38	8	-21	8	-2	0.3
Cc1c(NC(=O)c2cc(-c3ccc(F)cc3)on2)c(=O)n(-c2ccccc2)n1C	2	9	2	-4	20	-6	-12	-2	-1	-2.7
O=S(=O)(NCc1ccccc1)c1ccc(S(=O)(=O)N(Cc2ccccn2)C2CCCC2)cc1	-8	0	-14	-6	13	18	-4	-5	7	0.1
O=C(c1ccco1)N1CCN=C1SCc1ccc(F)cc1	9	2	-13	0	-2	2	-10	-11	5	0.2
CCCCN(C=O)c1c(CC)nc2c(OCC(=O)N3CCOCC3)cccn12	11	.	.	7	.	0	3	.	.	0.2
COc1cccc(-c2nnc(SCC(=O)Nc3ccc(S(N)(=O)=O)cc3)n2C)c1	3	3	-6	2	35	17	6	7	2	0.5
CC1CCN(C(=O)c2ccc(SCc3ccccc3F)c([N+](=O)[O-])c2)CC1	0	-5	-9	-1	8	-5	-4	-8	7	-0.2
COc1cc(OC)cc(C(=O)Nc2c(C)nn(-c3ccccc3)c2C)c1	-2	-14	-12	0	27	-5	-6	7	-1	-0.2
O=P1(Oc2ccccc2)OCCCS1 (centres undefined)	0	-2	-10	4	1	4	-2	3	-1	0.2
O=C(NCCOc1ccccc1Cl)C(=O)c1c[nH]c2ccccc12	1	-1	-12	-4	9	1	0	-7	8	-0.1
COC(=O)/C(=C/c1ccccc1)NC(=O)c1ccco1	-7	1	-13	-2	-7	24	-6	3	3	-0.9
COc1cc(C(=S)N2CCN(C(c3ccccc3)c3ccccc3)CC2)cc(OC)c1O	0	10	31	9	11	1	?	.	-2	-1.8
CC(C)CCNC(=O)NC(=O)COc1ncnc2sccc12	1	1	-16	-1	19	-17	-5	1	7	-0.9
NC(=O)c1cc(C(=O)Cc2ccccc2)c[nH]1	-1	0	5	-10	16	-10	20	-5	1	3.4
O=C(COC(=O)c1cccc(Br)c1)Nc1cccc(S(=O)(=O)N2CCCCC2)c1	5	3	.	3	.	-14	4	.	.	0.2
COc1cc(C(=O)N(C)CCOc2ccccc2)ccc1OCC(=O)Nc1cccc(C(F)(F)F)c1	2	-1	8	-3	.	26	-4	-4	.	-5.0
Cc1cccc(N(Cc2ccccc2F)S(C)(=O)=O)c1	0	4	-26	3	49	-7	0	-13	3	0.1
COc1cc(CN2CCC(C(=O)N3CCN(c4ccccc4F)CC3)CC2)ccc1O	-1	6	-14	-2	9	-5	2	3	8	0.5
COc1ccc(NC(=O)CN2C(=O)NC3(CCCC3)C2=O)c(OC)c1	-1	1	-6	6	22	-7	-37	-4	-3	4.1
CN(C)C(=O)C1(c2ccccc2)CCN(S(=O)(=O)c2ccccc2)CC1	1	-2	-21	-1	-11	1	11	6	-6	0.6
COc1ccccc1N1CCN(S(=O)(=O)c2ccc3c(c2)NC(=O)CS3)CC1	9	9	14	0	18	15	1	3	-3	0.6
Cc1ccc(-c2nc(-c3cccnc3)sc2CC(=O)Nc2ccc(C)c(Cl)c2)cc1	-4	-8	0	13	4	12	-17	-95	-1	51*
SMILES	PrPC surface inh	MazEF act	SSB-PriA inh	Anthrax LF prot	DUSP3 inh	CCHFV vOTU inh	BoNT-F LC inh	Rv3671c inh	SARS 3CLpro inh	BoNT-A LC inh2
COc1ccccc1S(=O)(=O)Cc1ccc(C(=O)N2CCCC2)o1	4	13	-3	-2	11	-4	-6	-4	-9	-0.6
Cc1ccc2nc(-c3cccc(Br)c3)cc(C(=O)Nn3cnnc3)c2c1	0	2	-5	5	26	2	-7	-6	3	-0.5
Cc1[nH]n(-c2ccccc2)c(=O)c1/C=N/NC(=O)COc1ccccc1[N+](=O)[O-]	4	2	.	0	-4	7	-4	0	0	-1.0
O=C(NC1CC2CCCC(C1)N2Cc1ccccc1)C1CCCCC1 (centres undefined)	2	9	-14	2	22	-3	2	2	-1	-1.3
CCOC(=O)C1=NN2C(O)C3(C)CC(C(=O)OCC)=NN3C(O)C2(C)C1 (centres undefined)	-7	6	.	2	.	3	0	.	.	0.1
O=C(COc1cccc(Cl)c1)NNC(=S)Nc1ccccc1	15	0	-8	-1	-17	1	-4	-5	1	0.1
S=C(Nc1cccc(Cl)c1)Nc1cccc2cnccc12	.	4	3	-5	51*	.	-47	-13	1	1.1
Cc1ccccc1-n1nc(C)c2cc(C(=O)N3CCN(S(=O)(=O)c4ccccc4)CC3)sc21	5	4	4	-5	14	-16	-3	.	.	-0.1
COc1ccc(/C=C/C(=O)Nc2c(C)nn(C)c2C)cc1COc1ccc(Cl)cc1Br	8	-47	-8	12	3	6	1	9	-1	-1.0
Cc1cccc(/N=C/c2c(C)[nH]n(-c3ccccc3)c2=O)n1	-1	1	.	7	-8	-6	-10	5	0	-0.1
CCOC(=O)c1cnc(SC)nc1Sc1ccccc1	2	-1	-10	-1	23	7	-5	3	6	0.2
CC1=C(C(=O)Nc2ccccc2C(=O)NCc2ccccc2)SCCO1	4	1	11	-2	-2	-1	6	-3	-1	0.0
CCN(CC)CCNC(=O)c1ccc(NC(=O)C2CC(=O)N(c3ccc4c(c3)OCCO4)C2)cc1 (centres undefined)	.	-1	-7	-2	.	.	?	-1	.	-5.0
CCOC(=O)C1(CCC(C)C)CC(CSc2nc3ccccc3[nH]2)OC1=O (centres undefined)	7	8	-12	-4	-2	12	2	-9	-6	0.7
COc1ccc(N2C(=O)c3cccc4cccc(c34)C2=O)cc1	0	7	-6&-1&-7	13	-17	11	7	-3	0	2.5
COc1ccc(Cl)cc1NC(=O)CN(C)C(=O)c1sccc1-c1ccccc1	-3	-2	-7	12	.	2	4	-11	.	3.1
O=S(=O)(NCc1cc(-c2ccc(Cl)cc2)no1)c1ccc(Cl)cc1	6	8	-8	-4	23	-4	27	-6	2	0.2
COc1ccc(C(=O)C2CCCN(C3CSCCSC3)C2)c(OC)c1 (centres undefined)	-2	0	-2	2	57*	-9	-2	-1	6	-0.2
COc1ccccc1CNC(=O)C1CC(c2ccc([N+](=O)[O-])cc2)=NO1 (centres undefined)	-38	4	-8	-2	10	3	-6	8	-3	-0.5
COc1ccc(OC)c(NC(=O)c2ccc3c(=O)n(CCc4ccccc4)c(=S)[nH]c3c2)c1	-1	52*	-1	3	1	3	-2	-2	0	0.9

High-throughput results deposited in PubChem BioAssay by several laboratories.
